# A3A deaminase – blocks human APOBEC3A ssDNA deamination; P31941; recombinant A3A, FAM/TAMRA ssDNA deamination fluorescence; inhibition, % at 20 µM; hit rate 0.41% among 330,000;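 active = at least 40% inhibition at 20 µM here, with at most 30% in a related deaminase screen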;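 note: plate controls were A3A with DMSO for no effect and wells lacking A3A enzyme for full effect; some results filed as inactive read as strong as hits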
# Target sequence (P31941 whole entry, looked up): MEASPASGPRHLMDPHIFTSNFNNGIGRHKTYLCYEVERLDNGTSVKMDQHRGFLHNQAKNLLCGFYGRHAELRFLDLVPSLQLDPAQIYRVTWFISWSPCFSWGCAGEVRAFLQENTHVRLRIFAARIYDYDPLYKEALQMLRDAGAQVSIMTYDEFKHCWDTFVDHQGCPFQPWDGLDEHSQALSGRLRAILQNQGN
# HKDC1 inh – inhibitors of human hexokinase HKDC1. Q2TB90. recombinant HKDC1, G6PDH/diaphorase resazurin coupled fluorescence. inhibition, % at 20 µM. hit rate 0.16% among 340,000. AID 493160;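 active = inhibition above about 35% when tested at 20 µM, limit read from the data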;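 note: plate controls were DMSO wells with enzyme for no effect and DMSO wells lacking enzyme for full effect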
# Target sequence (Q2TB90 whole entry, looked up): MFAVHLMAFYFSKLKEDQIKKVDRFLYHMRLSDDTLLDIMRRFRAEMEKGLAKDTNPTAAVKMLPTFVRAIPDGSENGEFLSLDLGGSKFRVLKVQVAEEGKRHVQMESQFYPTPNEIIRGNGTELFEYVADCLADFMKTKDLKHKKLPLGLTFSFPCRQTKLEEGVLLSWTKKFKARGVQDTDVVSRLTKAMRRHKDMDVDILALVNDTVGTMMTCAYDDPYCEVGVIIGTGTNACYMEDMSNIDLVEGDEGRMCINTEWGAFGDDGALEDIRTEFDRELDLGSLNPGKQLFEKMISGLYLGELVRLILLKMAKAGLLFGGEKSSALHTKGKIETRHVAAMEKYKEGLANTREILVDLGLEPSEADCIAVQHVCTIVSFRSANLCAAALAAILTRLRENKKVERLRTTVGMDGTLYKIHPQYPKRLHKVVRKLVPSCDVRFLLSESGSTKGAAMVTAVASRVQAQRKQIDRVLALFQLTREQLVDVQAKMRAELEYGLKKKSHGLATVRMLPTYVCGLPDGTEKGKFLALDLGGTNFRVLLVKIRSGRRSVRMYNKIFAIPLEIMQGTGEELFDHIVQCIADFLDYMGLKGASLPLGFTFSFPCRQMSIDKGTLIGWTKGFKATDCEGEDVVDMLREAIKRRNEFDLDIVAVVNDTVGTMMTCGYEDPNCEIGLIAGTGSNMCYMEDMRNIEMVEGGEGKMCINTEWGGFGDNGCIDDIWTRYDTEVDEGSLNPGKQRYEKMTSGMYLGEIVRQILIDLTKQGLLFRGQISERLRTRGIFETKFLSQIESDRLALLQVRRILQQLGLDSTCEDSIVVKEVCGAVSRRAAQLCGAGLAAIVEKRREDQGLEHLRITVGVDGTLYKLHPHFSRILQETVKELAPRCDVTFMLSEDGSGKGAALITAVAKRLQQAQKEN
#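 test system = in-house recombinant HK5 (HKDC1) enzyme | amount = HKDC1 at 5 µg/mL | control set = DMSO-enzyme wells negative, buffer-substituted wells positive | compound = one dose of 20 µM, 1% DMSO | schedule = reaction time 90 min, room temperature, protected from light | technique = resorufin fluorescence at 613 nm | reagent = glucose with 1 mM ATP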
# ATG4B inh – blocks human ATG4B protease cleavage of LC3 substrate. Q9Y4P1. ATG4B cleavage of LC3-PLA2, NBD-HPC fluorescence, 1 h. inhibition, % at 8.33 µM. hit rate 0.51% among 340,000. AID 504462; in the data active = inhibition above about 40%
# mIAP activ – increases mouse intestinal alkaline phosphatase activity | muIAP, CDP-Star luminescence, 30 min; active compounds read high; 1 = vehicle-only enzyme signal, 0 = enzyme-free wells | activation factor at 10 µM | hit rate 0.24% among 330,000 | AID 2805;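 active = activation factor of at least 2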; note: the source names both 10 and 20 µM as test concentration; values of inactives mirror those of a sister screen read the other way
#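 System: Mouse IAP enzyme | Also added: CDP-Star substrate | Dosing: Compounds dispensed in DMSO | Schedule: 30 min enzyme-substrate-compound incubation at room temperature | Technique: Chemiluminescence readout | Control set: DMSO-only wells and no-enzyme negative control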
# mIAP block – mouse IAP inhibition. purified mouse IAP, CDP-Star luminescence, 30 min. inhibition, % at 10 µM. hit rate 0.2% among 330,000. AID 2806;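 active = inhibition of at least 40% at 10 µM in the primary screen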;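 note: plate controls were DMSO with enzyme for no effect and no enzyme wells for full effect; values of inactives mirror those of a sister screen read the other way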
# hIAP activ – increases human intestinal alkaline phosphatase activity; hit rate 0.16% among 330,000; purified human IAP, CDP-Star luminescence, 30 min; active compounds read high; 1 = vehicle-only enzyme, 0 = enzyme-free background; activation factor at 10 µM; P09923;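 active = activation factor of the enzyme at least 2-fold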; note: the source names both 10 and 20 µM as test concentration; values of inactives mirror those of a sister screen read the other way
# hIAP inh – blocks human intestinal alkaline phosphatase | P09923 | purified IAP, CDP-Star luminescence, 30 min | inhibition, % at 10 µM | hit rate 0.12% among 330,000 | AID 2544;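 active = inhibition reaching a set limit with compound at 10 µM in the primary screen, cut at about 35% in these data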;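 note: plate controls were DMSO wells with enzyme for no effect and no-enzyme buffer wells for full effect; values of inactives mirror those of a sister screen read the other way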
# PfG6PD inh – PfG6PD (Plasmodium falciparum) enzyme inhibition. inhibition, % at 20 µM. hit rate 0.78% among 350,000. PfGluPho enzyme, NADPH resazurin-diaphorase fluorescence;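 active = inhibition reaching at least a set limit at 20 µM in the primary screen, cut at about 59% in these data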;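 note: 0% = DMSO wells with substrate and 100% = DMSO wells lacking glucose-6-phosphate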
# * = called active by the depositor; · = not tested or not shown. Compounds as they come. About 2.4% of those tested had a hit in this group.
SMILES,A3A deaminase,HKDC1 inh,ATG4B inh,mIAP activ,mIAP block,hIAP activ,hIAP inh,PfG6PD inh
Clc1cccc(CSc2nc3ccncc3[nH]2)c1,-4,2,13,0.84,16,0.95,5,29
Cc1cccc(C)c1NC(=O)C(c1ccccc1)N1CCC1=O (stereo not given),2,-4,1,0.95,4,0.88,12,-9
Cc1cc(C)c(-n2c(C)cc(/C=C3/NC(=O)NC3=O)c2C)c(C)c1,-1,9,-2,0.95,4,0.95,5,26
O=C(O)CSCC(=O)N1CCCN(c2nc3ccc(Cl)cc3s2)CC1,-5,-3,-8,0.98,2,0.83,17,-2
CCOc1ccc(NC(=O)NC(=O)N(C)S(=O)(=O)c2ccc(C)cc2)cc1,0,-3,-10,1.1,-13,0.99,1,0
C=CCn1c2ccccc2c2nnc(SCC(=O)Nc3cc(C)on3)nc21,-3,-3,-7,0.98,2,0.98,2,14
COc1ccc([C@H]2CC(=O)C=C(c3ccccc3)C2)cc1OC,0,0,2,0.91,9,1.1,-6,-15
O=C(CSc1nnnn1-c1cccnc1)Nc1ccc(F)cc1F,-4,-1,3,0.97,3,0.94,6,-12
COC(=O)c1c(C(=O)OC)c(-c2ccc(OC)cc2)n2c1CCC2,-1,-3,1,1,-1,1,-1,3
O=C(CNc1ccccc1)c1ccc([N+](=O)[O-])cc1,1,-13,-6,0.99,1,0.93,7,64*
O=C(COC(=O)CSc1ccc(Cl)cc1)NCCc1ccccc1,1,2,-3,1,-4,1.2,-19,7
O=C(CSc1nc(=O)n2cc(Cl)ccc2n1)Nc1cccc2ccccc12,6,13,-13,1,0,0.8,20,4
COc1ccc(-c2nnc(NC(=O)C(C)C)s2)c(OC)c1,2,-4,-4,1,-4,1,0,4
Cc1ccc(/C=C/c2ccc(=O)n(Cc3ccc(F)cc3)n2)cc1,0,14,-3,0.93,7,1.1,-6,21
O=[N+]([O-])c1cc(C(F)(F)F)ccc1-n1nnc2ccccc21,4,-3,6,0.91,9,0.9,10,-2
COC(=O)[C@H](Cc1ccccc1)NC(=O)NCCC1=CCCCC1,1,17,-3,1,-3,0.96,4,2
Cc1noc(C)c1S(=O)(=O)N1CCCC1C(=O)NC(C)(C)C (stereo not given),1,3,1,1.1,-7,0.92,8,-9
CCCCNC(=O)c1cn(CC(C)C)c(=O)c2c1c1ccccc1n2C,-1,1,-4,1,-4,1,-4,3
COc1ccc2nc(SC(C)C(=O)NCC(=O)Nc3ccc(F)c(F)c3F)[nH]c2c1 (stereo not given),-4,-2,-5,1,-1,0.94,6,41
O=C(Nc1cc2c3c(c1)CC(=O)N3CCC2)c1c(F)cccc1F,7,7,-4,0.99,1,1.1,-15,13
CCOC(=O)C1CCCN(CCC(=O)Nc2cc(C)cc(C)c2)C1 (stereo not given),-2,-5,17,1.1,-8,1.1,-12,-9
O=C(CSC1CC(=O)N(CCc2ccccc2)C1=O)Nc1ccc(Cl)cc1 (stereo not given),-3,-6,-7,0.88,12,1.1,-6,-1
COc1ccc(OC)c(-c2csc(N3CCC(c4ccccc4)CC3)n2)c1,-9,-1,-3,0.95,4,0.92,8,0
Cc1ccc(S(C)(=O)=O)cc1C(=O)N1CC(C(N)=O)Oc2ccccc21 (stereo not given),-2,2,2,0.93,7,1,-1,-20
CC(=O)Nc1ccc(N/C(C)=C/C(=O)c2cccnc2)cc1,0,1,9,1,0,0.98,2,0
# More structures follow.
SMILES,A3A deaminase,HKDC1 inh,ATG4B inh,mIAP activ,mIAP block,hIAP activ,hIAP inh,PfG6PD inh
O=C1CCc2cc(S(=O)(=O)N3CCC(C(=O)NCCC4=CCCCC4)CC3)ccc2N1,0,-1,-4,1.2,-20,0.85,15,-1
CCn1cc(C(=O)O)c(=O)c2cc(F)c(N3CCN(S(=O)(=O)c4ccc(Br)cc4)CC3)cc21,-5,·,·,0.84,16,0.91,9,·
CCCCCCC(=O)N1CCC(c2nc3c(nnn3Cc3ccccc3Cl)c(=O)[nH]2)CC1,1,10,20,1,-1,1.1,-5,-8
Cc1ccccc1NC(=O)NCCc1ccc(Cl)cc1,1,-13,-2,1.2,-22,0.93,7,-3
O=C(Nc1ccc(F)cc1)NC1CCCCC1,-2,-4,6,1,-4,1.1,-5,-3
Cn1c(CSCc2ccccc2)n[nH]c1=S,-3,-3,0,1.1,-9,1.1,-9,8
CCNC(=S)Nc1ccc(OCC)cc1,-3,-11,-2,0.94,6,1,-5,-9
Cc1cccc(C)c1NC(=O)c1cc(S(=O)(=O)N2CCc3ccccc32)cn1C,1,-6,-12,1.1,-9,1,-2,4
O=C1N[C@@H](Cc2ccccc2)C(=O)N2[C@@H]3N(S(=O)(=O)c4ccccc4)c4ccccc4[C@]3(Br)C[C@@H]12,2,1,-3,0.94,6,1,-2,33
CCN(CC)CCNC(=O)c1ccc2c(c1)ncn2C1CCCCC1,-2,-10,-10,1,-3,1.1,-9,-6
CCN(CC)S(=O)(=O)c1cccc(-c2nnc(SCCOc3ccc(Cl)cc3)o2)c1,0,10,1,0.94,6,0.98,2,5
O=C(Nc1ccc(Cl)cc1)c1cccs1,-4,-3,0,0.96,4,1,0,17
COc1ccc(NC(=O)NC[C@@H]2CC[C@@H](Cc3ccc(-c4ccccc4)cc3)O2)cc1,2,-3,40*,2.7*,-171,·,·,13
Cc1cnn(CCC(=O)NNC(=S)Nc2ccc(F)cc2)c1,1,-8,-9,0.95,5,0.97,3,-12
COc1cccc(/C=C2\SC(=S)N(CCC(=O)N3CCCCC3CCO)C2=O)c1 (stereo not given),-8,9,-5,0.95,5,1.1,-13,0
N#CCCN(C(=O)COC(=O)c1cccc(S(=O)(=O)N2CCCC2)c1)c1ccc(F)cc1,1,0,-11,1,-1,1.1,-6,1
CN(C)S(=O)(=O)c1cc(NC(=O)COC(=O)C2COc3ccccc3O2)ccc1Cl (stereo not given),4,-3,-6,1.1,-6,1.2,-17,-1
Cc1c(N(C)C(=O)c2ccccc2F)c(=O)n(-c2ccccc2)n1C,8,1,-4,1,-4,1,-5,-7
CN1CC(=O)N(C)c2ncn(Cc3ccccc3)c2C1=O,4,-5,2,1,-2,1.1,-9,-6
CCCCN(C)C(=O)c1nc2ccccn2c1CNC1CCC1,-1,-7,11,1,-3,0.97,3,5
O=C(O)c1ccccc1C(=O)NC1CCN(c2nccc(C(F)(F)F)n2)CC1,4,-2,-4,1.1,-5,1.1,-8,1
CC(C)C(c1nnnn1C1CCCC1)N(C)C1CCCCC1 (stereo not given),-3,-4,-9,0.95,5,0.85,15,-3
O=C(CSCC(=O)N1CCCc2ccccc21)Nc1nc(-c2ccccc2)cs1,-6,0,-4,1.3,-29,1,0,22
O=C(CC1C(=O)NCCN1Cc1ccccc1)NCCC1=CCCCC1 (stereo not given),-3,-2,18,0.95,5,1.2,-21,7
CCOc1ccccc1OCC(=O)Nc1nnc(C)s1,3,0,4,0.96,4,1.1,-14,4

# Pulled by compound from the entries so far:
SMILES,A3A deaminase,HKDC1 inh,ATG4B inh,mIAP activ,mIAP block,hIAP activ,hIAP inh,PfG6PD inh
N#CCCN(C(=O)COC(=O)c1cccc(S(=O)(=O)N2CCCC2)c1)c1ccc(F)cc1,1,0,-11,1,-1,1.1,-6,1
CCCCCCC(=O)N1CCC(c2nc3c(nnn3Cc3ccccc3Cl)c(=O)[nH]2)CC1,1,10,20,1,-1,1.1,-5,-8
O=C(CC1C(=O)NCCN1Cc1ccccc1)NCCC1=CCCCC1 (stereo not given),-3,-2,18,0.95,5,1.2,-21,7
CCn1cc(C(=O)O)c(=O)c2cc(F)c(N3CCN(S(=O)(=O)c4ccc(Br)cc4)CC3)cc21,-5,·,·,0.84,16,0.91,9,·

# Later entries
SMILES,A3A deaminase,HKDC1 inh,ATG4B inh,mIAP activ,mIAP block,hIAP activ,hIAP inh,PfG6PD inh
CN1CCc2c(sc3c2C(=O)NC(c2cn(Cc4ccccc4)c4ccccc24)N3)C1 (stereo not given),0,9,10,1,-1,1,-1,19
NC(=O)CCS(=O)(=O)CCN1CCN(S(=O)(=O)c2ccc3c(c2)CCC3)CC1,-1,-3,-1,1.1,-7,0.91,10,-12
COc1ccc(CNC(=O)CSc2nnc3c(n2)[nH]c2ccc(OC)cc23)cc1,3,1,2,0.97,3,0.86,14,8
Cc1nnc(SCC(=O)N2CCCCCC2)n(N)c1=O,9,-5,5,1.1,-10,0.99,1,-12
C[C@H](NC(=O)c1nc[nH]c1C(=O)N[C@@H](CCCCNC(=O)OC(C)(C)C)C(=O)OC(C)(C)C)C(=O)OCc1ccccc1,6,-1,-16,1,-3,1.4,-40,18
CC1CCCN(CCCNC(=O)C2CCN(S(=O)(=O)N3CCC4(CC3)OCCO4)CC2)C1 (stereo not given),0,-7,-3,0.93,7,1.3,-26,-2
CCN(CC)S(=O)(=O)c1cccc(-c2nnc(SC(C)C(=O)NCCC3=CCCCC3)o2)c1 (stereo not given),0,2,2,0.88,12,0.93,7,3
C[C@H](CO)N1C[C@H](C)[C@@H](CN(C)Cc2ccc(Oc3ccccc3)cc2)Oc2c(NC(=O)C3CC3)cccc2C1=O,0,7,5,0.99,1,1.1,-14,37
CCc1nc(N)c(C#N)c(-c2ccncc2)c1C,-3,-3,3,0.92,8,1.1,-12,-2
COc1ccccc1N1CCN(C(=O)c2c(-c3c(F)cccc3Cl)noc2C)CC1,1,-2,6,1,0,0.97,2,-14
NC(=O)c1ccccc1OCC(=O)NS(=O)(=O)c1ccc(Cl)cc1,-4,-3,-1,1,-1,1.1,-5,-12
O=S(=O)(Nc1nnc(C(F)(F)F)s1)c1ccc(Cl)cc1,-1,1,0,0.91,9,0.95,5,-13
CCn1cc([N+](=O)[O-])c(C(=O)N2N=C(c3ccc4ccccc4c3)CC2c2cc(Br)ccc2O)n1 (stereo not given),0,2,-9,0.93,7,1.1,-9,-16
CCNc1nnc(CSc2nc3ccccc3s2)s1,-2,-1,-2,0.97,2,0.79,21,-6
Cc1ccc(S(=O)(=O)N2CCN(CC(=O)N/N=C\c3ccc(Cl)c([N+](=O)[O-])c3)CC2)cc1,3,-6,-11,0.96,4,0.81,19,14
O=C(CO/N=C1\CCCc2nonc21)Nc1ccc(Br)cc1,2,-6,9,0.91,9,1.1,-7,19
CC(=O)N1CCc2c(sc(NC(=O)C3CCCCC3)c2C(N)=O)C1,-3,1,1,0.92,8,1,-3,8
Cc1ccc(C)c(NC(=S)N(C)CCc2ccccn2)c1,-1,-7,-4,0.99,0,1,-3,-16
Cc1ccc(C)c(NC(=O)CSc2ccc(-c3ccco3)nn2)c1,2,11,-7,0.95,5,1.1,-8,-6
COc1cc(OC)cc(C(=O)Nc2ccccc2NC(C)=O)c1,-1,-4,-5,1,-3,0.99,1,1
Cc1ccccc1C(=O)Nc1c(C(=O)N2CCN(C)CC2)cnn1-c1ccccc1,-5,-3,0,1,0,1.3,-32,-5
CCN(CC)CCOC(=O)c1ccc(Cl)cc1,-2,-3,-3,1,0,1.1,-9,-6
Nc1c(-c2ccc(Cl)cc2)cnc2c(-c3ccccc3)cnn12,0,-6,12,0.93,7,0.88,12,0
CCCNC(=O)Cn1cccc1C(=O)c1ccccc1,-2,1,0,0.94,6,1,-3,0
CN1CCN(S(=O)(=O)c2ccc(NC(=O)c3ccc(Br)s3)cc2)CC1,-2,2,-11,0.98,2,0.97,3,-1

# 3 entries already listed, arranged by the number in mIAP block, ascending.
canonical_smiles	mIAP block
NC(=O)CCS(=O)(=O)CCN1CCN(S(=O)(=O)c2ccc3c(c2)CCC3)CC1	-7
O=C(Nc1ccc(Cl)cc1)c1cccs1	4
Clc1cccc(CSc2nc3ccncc3[nH]2)c1	16
